Bioassay records from PubChem.
BRCA1 expr up – activators of BRCA1 expression; MCF7-BRCA1-FFLuc reporter, luminescence, 48 h; response scale: scaled: vehicle 0%, 10 µM genistein 100%; Potency, µM (titrated, usually from 46.1 µM), inactives show at the highest dose activation, hits mostly activators; hit rate 1.1% among 380,000; AID 624202; also: potency is read from the fitted curve at half-maximal effect; nearly all actives have a fitted effect of over 80% in size; some results filed as inactive show a strong effect at the top dose
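MCF7 cells carrying a BRCA1-firefly luciferase reporter (2000 cells/well, phenol-red free MEM) were attached for 2 h at 37 °C, then given compounds for 48 h. Luminescence was read 15 min after luciferase reagent; activity normalized to genistein (10 microM) and DMSO.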
RORgamma inh – ROR gamma (mouse) transcription inhibition. Drosophila S2 Gal4-RORgamma UAS-luciferase reporter, 20 h. Potency, µM (doses to about 53.6 µM), without a hit: at the highest dose activity change, negative = inhibition, most hits filed as inhibitors. AID 2551. hit rate 5.4% among 310,000; also: potency is read from the fitted curve at half-maximal effect; % is scaled to controls: 0 for no effect and ±100 for the full control effect; nearly all actives have a fitted effect of over 60% in size
Target sequence (P51450 whole entry, looked up, the tested form may be a part): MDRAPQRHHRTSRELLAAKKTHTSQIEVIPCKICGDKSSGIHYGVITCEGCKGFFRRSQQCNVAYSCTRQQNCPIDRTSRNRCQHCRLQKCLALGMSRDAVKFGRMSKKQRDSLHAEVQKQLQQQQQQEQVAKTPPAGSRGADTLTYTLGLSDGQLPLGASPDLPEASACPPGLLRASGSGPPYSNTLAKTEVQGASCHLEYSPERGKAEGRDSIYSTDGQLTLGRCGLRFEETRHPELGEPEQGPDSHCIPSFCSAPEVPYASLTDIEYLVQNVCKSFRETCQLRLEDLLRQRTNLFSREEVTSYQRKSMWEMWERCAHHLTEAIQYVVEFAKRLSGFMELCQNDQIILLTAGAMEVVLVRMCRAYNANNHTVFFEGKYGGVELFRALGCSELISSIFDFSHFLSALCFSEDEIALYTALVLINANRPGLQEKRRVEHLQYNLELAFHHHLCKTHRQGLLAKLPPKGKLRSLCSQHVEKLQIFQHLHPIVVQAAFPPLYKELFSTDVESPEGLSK
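Stably transfected Drosophila Schneider cells are the test system, with ROR gamma fused to Gal4 and luciferase under UAS control; luminescence is read after 20 hr of 700 uM copper sulfate induction at ambient temperature.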
p53 reactivator – restores transcriptional activity of mutant p53; Potency, µM (titrated, usually from 92.2 µM), inactives show at the top dose activity change, positive = activation, actives largely listed as activators; hit rate 0.063% among 320,000; AID 504706; H1299 p53-A138V BP100-luciferase reporter, luminescence, 24 h; also: potency is read from the fitted curve at half-maximal effect; % of control where 0% means no effect; nearly all actives have a fitted effect of over 45% in size
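H1299 (p53-null), stable ts p53-A138V + BP100-Luc; 1000 cells/well, Opti-MEM/10% FBS; cpd 4 pt, 1:5; 24 h, 37 deg C, 5% CO2; detection reagent 10 min RT; luminescence.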
ELG1 genotox – genotoxicity induction in ELG1-luciferase HEK293T cells. HEK293T ELG1-luciferase reporter, luminescence, 16 h. Potency, µM (series often up to 46 µM), inactives show at the highest dose activity change, positive = activation, usual class: activators. hit rate 1.3% among 330,000; also: potency is read from the fitted curve at half-maximal effect; % of control where 0% means no effect; nearly all actives have a fitted effect of over 60% in size
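Luminescence read-out: rising ELG1-luciferase signal, reflecting elevated ELG1 protein under genetic stress, flags genotoxic compounds. Cells were treated for 16 hr at 37 °C before ONE-Glo detection.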
Tb PFK inh – blocks T. brucei phosphofructokinase. O15648. Potency, µM (doses to about 57.5 µM), without a hit: top-dose activity, negative = inhibition, usual class: inhibitors. AID 485367. T. brucei PFK, ADP-Glo luminescence. hit rate 0.17% among 330,000;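 also: potency is read from the fitted curve at half-maximal effect; 0% = uninhibited 1x PFK enzyme wells and -100% = no-enzyme wells; nearly all actives have a fitted effect of over 60% in size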
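Activity is normalized to no-enzyme wells (full inhibition) and 1.25 nM enzyme wells (no inhibition). Reaction: 0.5 mM F6P, 0.1 mM ATP, 45 min RT, ADP-Glo luminescence; concentration-response curves fitted and classed by quality.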
TRPV1 agonist – activates the human vanilloid receptor TRPV1. hit rate 0.19% among 320,000. activation, % at 8.33 µM. Q8NER1. TRPV1-expressing cells, Fluo-8 calcium influx, agonist mode; in the data active = activation above about 80%; inconclusive = between about 30% and that limit; also: 0% is about no effect
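Cells expressing TRPV1 were dye-loaded with Fluo-8 and read kinetically: 10 s baseline, 3 min after compound (agonist portion), then 2 min after EC20 capsaicin (allosteric enhancer portion). Calcium-bound dye fluorescence at 480/520 nm.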
FLuc modulator – counter-screen for miR-21 project: firefly luciferase inhibitors or activators. P08659. purified FLuc, Km substrates, luminescence inhibition. hit rate 6.9% among 360,000. Potency, µM (highest dose often 57.5 µM), without a hit: top-dose activity change, negative = inhibition, most hits filed as inhibitors;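 also: potency is read from the fitted curve at half-maximal effect; plate controls were vehicle for no effect and reference inhibitor for full effect; nearly all actives have a fitted effect of over 55% in size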
Target sequence (P08659 whole entry, looked up): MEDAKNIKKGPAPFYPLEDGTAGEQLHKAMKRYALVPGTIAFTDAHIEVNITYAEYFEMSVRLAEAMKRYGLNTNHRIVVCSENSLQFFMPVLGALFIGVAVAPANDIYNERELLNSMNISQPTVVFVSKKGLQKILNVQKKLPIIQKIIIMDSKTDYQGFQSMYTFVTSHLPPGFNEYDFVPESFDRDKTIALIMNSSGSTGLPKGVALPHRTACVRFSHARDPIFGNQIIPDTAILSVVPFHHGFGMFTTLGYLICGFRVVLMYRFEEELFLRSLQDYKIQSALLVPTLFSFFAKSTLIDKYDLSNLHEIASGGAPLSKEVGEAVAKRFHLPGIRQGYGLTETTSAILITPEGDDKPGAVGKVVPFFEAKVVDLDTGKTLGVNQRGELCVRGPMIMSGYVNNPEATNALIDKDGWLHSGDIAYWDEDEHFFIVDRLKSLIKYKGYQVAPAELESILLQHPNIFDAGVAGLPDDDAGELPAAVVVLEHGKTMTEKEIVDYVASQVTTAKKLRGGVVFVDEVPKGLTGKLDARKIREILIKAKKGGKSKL
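Biochemical qHTS of compounds, final roughly 60 µM downward over six points, against 10 nM purified firefly luciferase using Km concentrations of substrates (10 uM D-luciferin, 10 uM ATP) in Tris acetate pH 7.5 buffer; luminescence output.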
Rab9 prom act – Rab9 promoter activation. Huh7 Rab9 promoter-luciferase reporter, luminescence, 24 h. Potency, µM (titrated, usually from 9.22 µM), for inactives: top-dose activation, negative = inhibition, actives largely listed as activators. hit rate 2.8% among 320,000. AID 485297; also: potency is read from the fitted curve at half-maximal effect; % of control where 0% means no effect; nearly all actives have a fitted effect of over 60% in size
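Luminescence from Amplite-detected luciferase (10 minutes, ambient) reports Rab9 promoter activation. Before that, stable Rab9-luciferase Huh7 cells (1500/well, reduced-serum OP-MEM I plus 10% FBS) were exposed to compound for 24 hours at 37C.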
VP16 counter – counter-screen for ROR gamma inhibitors: Gal4-VP16 reporter; AID 2546; Drosophila S2 Gal4-VP16 UAS-luciferase, luminescence, 20 h; Potency, µM (titrated, usually from 53.6 µM), inactives show at the top dose activity, negative = inhibition, hits mostly inhibitors; hit rate 3.5% among 310,000;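 also: Gal4-VP16 expression switched on by copper sulfate through the metallothionein promoter; potency is read from the fitted curve at half-maximal effect; % is scaled to controls: 0 for no effect and ±100 for the full control effect; nearly all actives have a fitted effect of over 50% in size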
NPC1 prom act – activators of NPC1 promoter; Huh7 NPC1 promoter luciferase reporter, 24 h; AID 485313; Potency, µM (highest dose often 9.22 µM), without a hit: at the highest dose activation, actives largely listed as activators; hit rate 2.4% among 320,000;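 also: potency is read from the fitted curve at half-maximal effect; % of control where 0% means no effect; nearly all actives have a fitted effect of over 60% in size; reporter is driven by a mutant NPC1 promoter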
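Luminescence from an NPC1 promoter-driven luciferase reporter in stably transfected Huh7 cells was measured after 24 h compound treatment at 37 °C, followed by 10 min ambient incubation with luciferase detection reagent.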
ELG1 DNA repair – inhibitors of ELG1-dependent DNA repair in HEK293T cells; Potency, µM (titrated, usually from 46.1 µM), for inactives: at the top dose activity change, negative = inhibition, hits mostly inhibitors; hit rate 2.3% among 330,000; HEK293T ELG1-luciferase reporter, luminescence, 16 h; DNA damage induced by 5-fluorouridine; also: potency is read from the fitted curve at half-maximal effect; % is scaled to controls: 0 for no effect and ±100 for the full control effect; nearly all actives have a fitted effect of over 55% in size
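DMSO vehicle served as the neutral condition. Each well held 2,000 cells given 5-fluorouridine plus compound; after 16 hr at 37 °C/5% CO2, ONE-Glo was added and luciferase measured 30 min later.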
Starred values were filed as active, the others as inactive; ? = inconclusive; nt = no result given; & = joins results of further samples; [ ] = remark or other dose. Unless noted, calls follow the shape of the dose curve; as a rule, active = well fitted curve in the direction sought with a large enough effect; inconclusive = small, poorly fitted or top-dose-only effect, or another doubt; inactive = no such curve, though single readings can be large; an effect the other way counts as inactive or inconclusive.

| molecule | BRCA1 expr up | RORgamma inh | p53 reactivator | ELG1 genotox | Tb PFK inh | TRPV1 agonist | FLuc modulator | Rab9 prom act | VP16 counter | NPC1 prom act | ELG1 DNA repair |
| --- | --- | --- | --- | --- | --- | --- | --- | --- | --- | --- | --- |
| CCc1ccc(NC(=O)c2noc3c2CCCCC3)cc1 | 46.2% | -34.3% | 13.5% | ? | 2.1% | ? | 2.13µM* | 0.631µM* | -6.8% | 0.708µM* | ? |
| O=C(Nc1ccc(S(=O)(=O)NC2=NCCCCC2)cc1)c1ccc([N+](=O)[O-])s1 | -91.3% | nt | -13.7% | -23.3% | -5.8% | 3.8 | -28.9% | -1.3% | nt | -1.5% | ? |
| COc1cccc(NC(=O)C2CCCN2S(=O)(=O)c2ccc3c(c2)n(C)c(=O)c(=O)n3C)c1 (stereo not given) | -5.7% | -8.1% | -9.6% | 0.7% | -2.8% | -3.7 | -2.4%&0.2% | 2.5% | -0.6% | 0.9% | 8.4% |
| O=C(NCC1CCN(c2ccc(S(=O)(=O)N3CCOCC3)cc2)CC1)Nc1ccccc1F | -30.7% | 6.0% | -6.7% | -18.2% | 1.4% | 1.8 | -1.0% | 0.6% | -16.3% | 1.6% | -21.1% |
| Cc1cc2c(SCC(=O)NC3CCCCC3)ncnc2s1 | 12.4% | -22.1% | 4.5% | 4.1% | 0.0% | 16.8 | 2.3% | 0.2% | ? | -7.8% | 19.9% |
| O=C(O)c1ccccc1NS(=O)(=O)c1ccc2ccccc2c1 | 12.6µM* | -21.2% | ? | 11.7% | 9.6% | -3.4 | 15.1µM* | 7.8% | -7.0% | 1.2% | ? |
| Cc1cc(=O)[nH]c(N/N=C/c2cc(C)n(CC(F)(F)F)c2C)n1 | -29.5% | 6.0% | 9.0% | ? | 2.5% | -2.1 | -10.9% | -25.6% | 0.5% | -26.8% | ? |
| Cc1ccc(N2CCN(C(=O)Nc3cccc([N+](=O)[O-])c3)CC2C)cc1 (stereo not given) | 0.6% | ? | 8.0% | -6.1% | -4.0% | 82.9* | 0.7% | -4.6% | -9.9% | -2.3% | ? |
| CCOC(=O)C1(C(F)(F)F)N=C(c2ccccc2F)OC(N(C)C)=N1 (stereo not given) | 12.1% | -0.3% | 3.0% | -1.0% | -3.2% | 7.3 | -0.1% | 0.2% | 7.5% | -7.9% | ? |
| CCN1C(=NCCOC)N[C@@H](c2cccc(F)c2)C(C(=O)OC)=C1C | 5.5% | -19.8%&33.1% | 7.2% | -0.2% | 2.4%&0.3% | 4.3&-5.1 | -5.2%&1.1% | -9.4%&1.7% | 2.2%&2.6% | -1.0%&2.9% | -7.9% |
| O=C1COc2ccc(-c3csc(NCCc4ccccc4)n3)cc2N1 | ? | 26.6% | ? | -6.9% | -1.8% | 0.9 | 26.9µM* | -0.4% | 9.4% | -1.5% | ? |
| Cc1cc(N)n2ncc(-c3cccc(Br)c3)c2n1 | 82.7% | 24.3% | ? | 16.4µM* | 4.0% | -1.6 | 15.1µM* | 2.82µM* | 27.3% | ? | ? |
| O=C(CNC(=O)c1cccs1)c1ccc(Br)cc1 | 5.62µM* | -44.8% | ? | ? | -7.0% | 8.5 | 9.53µM* | 0.447µM* | -10.4% | 0.794µM* | ? |
| O=C(O)C1=C(C(=O)Nc2ccc(F)c(Cl)c2)CCCC1 | 10.6% | ? | 4.8% | -0.3% | ? | 2.6 | -0.2% | 0.3% | 15.4% | -1.2% | 17.6% |
| CCOC(=O)Nc1ccc2c(c1)nc(CN1CCN(C(C)=O)CC1)n2C | 27.7% | 13.9% | 2.5% | 3.5% | -2.5% | 1.4 | 3.7%[2.3 µM] | 7.0% | 2.6% | 1.5% | 20.7% |
| CC(C)c1ccc(NC(=O)C2CCCN2S(=O)(=O)c2ccccc2F)cc1 (stereo not given) | -4.8% | nt | 21.2% | 11.9% | 6.4% | 13.8 | nt | 0.2% | nt | 8.7% | ? |
| Cn1cc([C@@H]2C[C@H]3CN(C4CCCC4)C(=O)[C@]34CCCN24)c(-c2ccccc2)n1 | -25.8% | 43.2% | -1.4% | -2.2% | -4.8% | -11.7 | -1.8% | -8.5% | -12.9% | -3.6% | -12.7% |
| COc1ccc(/C(N)=N/OC(=O)c2cccs2)cc1OC | 8.91µM* | -10.6% | 3.9% | 3.0% | -0.1% | -4.2 | 4.9% | -11.3% | 4.2% | -7.4% | -8.4% |
| CCn1cc(C(=O)O)c(=O)c2cnc(N3CCN(C(=S)Nc4ccccc4)CC3)nc21 | 0.0% | 3.7% | -0.4% | -3.6% | -3.8% | -6.0 | 0.3% | -17.1% | -6.6% | -26.4% | -21.1% |
| Cc1ccc(C(=O)N2CCN(c3ccc(NC(=S)NC(=O)c4cccs4)cc3)CC2)cc1 | -11.1% | 7.08µM* | -1.0% | -10.1% | 0.2% | 0.2 | 0.7% | -23.3% | 11.2µM* | -12.2% | ? |
| Cc1ccc(-c2nc(SCC(=O)Nc3cc(C)on3)c3c(=O)n(C)c(=O)n(C)c3n2)cc1 | -18.1% | -1.4% | 5.4% | 12.4% | -0.7% | -5.1 | -0.4%&-1.2% | 5.4% | -37.1% | 6.8% | -21.0% |
| COc1ccc2[nH]c3c(c2c1)CCN1C(=O)C(CC(=O)NCCCn2ccnc2)C[C@H](C(=O)N2CCCCC2)[C@@]31CCc1ccccc1 (stereo not given in full) | -16.5% | nt | 3.1% | -1.9% | 4.9% | nt | nt | nt | nt | nt | 11.7% |
| CCC(Oc1ccc(Br)cc1)C(=O)N1CCN(c2ncccn2)CC1 (stereo not given) | -30.3% | -7.0% | -0.4% | -10.3% | 0.4% | 14.1 | 3.3% | 5.2% | -11.5% | -1.2% | -2.4% |
| C(=C\c1ccccc1)/CSc1ccccn1 | ? | 45.0% | 28.6% | 17.2% | -1.0% | 0.4 | 12µM* | 3.55µM* | ? | ? | ? |
| CC(Sc1nc2sccc2c(=O)n1-c1ccccc1)C(N)=O (stereo not given) | -3.6% | 22.6% | -2.0% | 3.7% | 2.1% | -1.9 | -3.2% | -0.7% | -17.6% | -4.8% | 7.6% |
| COCCN(C(=O)c1csnn1)C(C(=O)NC1CCCCC1)c1ccc(Cl)cc1 (stereo not given) | -3.7% | 19.5% | -2.4% | -4.3% | -1.5% | 3.7 | -2.0% | -2.6% | 10.5% | -0.3% | -16.4% |
| CSCC[C@H](NC(=O)c1ccc(Cl)c(S(=O)(=O)N2CCCC2)c1)c1nc2ccccc2[nH]1 | 23.5% | ? | -12.5% | -3.3% | 0.3% | -1.2 | 2.4% | 3.6% | -7.6% | 2.7% | ? |
| Cc1ccc2nc(NC(=O)CN3C(=O)NC4(CCCC4)C3=O)sc2c1 | -14.8% | nt | 9.0% | 0.0% | 2.7% | 1.2 | 9.53µM* | -2.6% | nt | -5.8% | ? |
| CC(=O)c1ccc(NC(=O)/C=C/c2ccc(C)cc2)cc1 | 26.9% | 39.8% | 7.4% | 10.3% | -0.2% | ? | ? | -7.8% | -18.5% | -5.2% | ? |
| COC(=O)c1cc(C(=O)OCC(=O)Nc2cc(C)on2)cc([N+](=O)[O-])c1 | -17.3% | 13.9% | -1.3% | -0.3% | -19.5% | 0.4 | 1.9% | -4.6% | 10.3% | -1.0% | -10.0% |
| CCOC(=O)N1CCN(c2c(NCCc3ccccc3)c(=O)c2=O)CC1 | 20.0% | 0.3% | -1.4% | 3.6% | -12.2% | -0.5 | 4.8% | -7.1% | 1.2% | -3.3% | 6.2% |
| Cc1ccnc(NC2CCCCC2)c1 | 31.8% | -30.5% | 6.8% | -1.4% | 9.1% | 2.5 | ? | 8.8% | -6.5% | -11.9% | 21.3% |
| CCOCCCn1c(SC(C(=O)Nc2cc(C)ccc2C)c2ccccc2)nnc1-c1ccc(Cl)cc1 (stereo not given) | 2.6% | -40.8% | -3.1% | -6.5% | 7.3% | -1.4 | 1.4% | -1.5% | -16.6% | -4.5% | ? |

Shown with two lines to a compound: part of the list above
The line under a structure holds: BRCA1 expr up	RORgamma inh	p53 reactivator	ELG1 genotox	Tb PFK inh	TRPV1 agonist	FLuc modulator	Rab9 prom act	VP16 counter	NPC1 prom act	ELG1 DNA repair
CCOC(=O)N1CCN(c2c(NCCc3ccccc3)c(=O)c2=O)CC1
  20.0%	0.3%	-1.4%	3.6%	-12.2%	-0.5	4.8%	-7.1%	1.2%	-3.3%	6.2%
Cc1ccnc(NC2CCCCC2)c1
  31.8%	-30.5%	6.8%	-1.4%	9.1%	2.5	?	8.8%	-6.5%	-11.9%	21.3%
